PRMT1 inh: inhibitors of human PRMT1 | recombinant PRMT1, activity-based probe fluorescence polarization | inhibition, % at 2.79 µM | 370,000 tested, 1.3% active;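 active = inhibition above about 21% made by adding two undisclosed values, limit read from the data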
Target sequence (Q99873 whole entry, looked up): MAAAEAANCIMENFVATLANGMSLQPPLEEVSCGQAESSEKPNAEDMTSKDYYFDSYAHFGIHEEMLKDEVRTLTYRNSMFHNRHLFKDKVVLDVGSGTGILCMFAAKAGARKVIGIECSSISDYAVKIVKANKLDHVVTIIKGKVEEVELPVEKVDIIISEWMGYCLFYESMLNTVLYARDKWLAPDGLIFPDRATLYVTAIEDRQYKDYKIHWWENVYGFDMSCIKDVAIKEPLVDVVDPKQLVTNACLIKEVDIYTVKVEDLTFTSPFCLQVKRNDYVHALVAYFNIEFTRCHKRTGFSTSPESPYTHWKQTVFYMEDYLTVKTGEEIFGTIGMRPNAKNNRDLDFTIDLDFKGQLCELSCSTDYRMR
Tn6 DDE FP: inhibitors of Tn6 peptide binding to human fibrin DD(E); P02675; Fibrin DD(E) TRITC-Tn6 fluorescence polarization displacement; inhibition, % at 8.3 µM; 370,000 tested, 0.21% active;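 active = inhibition above a per-campaign cutoff: mean of compounds within control limits plus 3 SD, cut at about 15% in these data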;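 also: 0% = median of all compound wells on the plate and 100% = blocking peptide control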
LEDGF integ inh: blocks HIV-1 LEDGF/p75-dependent DNA integration | TR-FRET IN-LEDGF/p75 DNA integration, Eu/Cy5 | inhibition, % at 3.7 µM | 370,000 tested, 0.64% active;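 active = inhibition above the screen-wide mean plus 3 SD, cut at about 13% in these data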;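 also: signal is the Cy5 over europium emission ratio at 671 and 618 nm; 0% = plate median of compound wells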
UHRF1 MBD2 ctr: UHRF1 methyl-DNA binding inhibition. Q96T88. UHRF1 binding to methylated oligo, TR-FRET. AID 687016. inhibition, % at 4.4 µM. 370,000 tested, 0.75% active; in the data active = inhibition above about 21%;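 also: UHRF1 SRA domain binding a hemimethylated CpG hairpin DNA probe; 0% = median of test compound wells and 100% = reference inhibitor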
TDP2 absorb: TDP2 (human) inhibition, absorbance primary screen | O95551 | recombinant TDP2, T5PNP hydrolysis, p-nitrophenol absorbance 415 nm | inhibition, % at 12.8 µM | 370,000 tested, 0.34% active;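 active = inhibition above the mean of all tested compounds plus 3 SD, set per campaign, cut at about 25% in these data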;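 also: 0% = DMSO with enzyme and 100% = buffer with substrate but no TDP2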
Target sequence (O95551 whole entry, looked up): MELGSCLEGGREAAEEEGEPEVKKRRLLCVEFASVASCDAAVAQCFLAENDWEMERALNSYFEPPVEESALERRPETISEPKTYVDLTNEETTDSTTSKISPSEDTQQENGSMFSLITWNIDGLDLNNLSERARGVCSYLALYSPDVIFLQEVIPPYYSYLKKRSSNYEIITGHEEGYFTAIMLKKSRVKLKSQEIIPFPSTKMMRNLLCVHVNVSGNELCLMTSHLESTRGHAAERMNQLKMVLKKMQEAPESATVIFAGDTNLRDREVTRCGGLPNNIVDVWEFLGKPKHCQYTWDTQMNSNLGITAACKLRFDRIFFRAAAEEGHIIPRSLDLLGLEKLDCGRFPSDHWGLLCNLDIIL
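Assay system: recombinant human TDP2 / Reagent: T5PNP substrate at 5 mM, a TopII-DNA adduct mimic / Measured by: epi absorbance from released p-nitrophenol / Evaluation: % inhibition relative to enzyme-containing and enzyme-free wells / Control set: enzyme-free and DMSO wells / Replicates: each compound tested once, singlicate / Schedule: enzyme reaction with compound for 2 h at 37 °C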
MBD2 inh: MBD2-methylated oligo binding inhibition. TR-FRET, MBD2 binding to methylated oligonucleotide. Q9UBB5. AID 686964. inhibition, % at 4.4 µM. 370,000 tested, 0.31% active; in the data active = inhibition above about 13%
SIAE inh: human SIAE inhibition, primary screen. Q9HAT2. SIAE FP-Rh probe binding, fluorescence polarization. inhibition, % at 9.66 µM. 370,000 tested, 0.69% active. AID 1053197;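 active = inhibition above a cutoff: mean of compounds within the control limits plus 3 SD of those, cut at about 17% in these data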;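 also: 0% = plate median of compound wells and 100% = probe without SIAE protein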
Tn7 DDE FP: disrupts Tn7 cyclic peptide binding to fibrin D-Dimer-E complex. 370,000 tested, 0.13% active. inhibition, % at 8.3 µM. FP displacement of FITC-Tn7 peptide from fibrin DD(E); 0% = median of compound wells per plate;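 active = inhibition above the mean of compounds falling within the control limits plus 3 SD of them, cut at about 14% in these data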;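 also: 0% = plate median of compound wells and 100% = 10 µM Aha-Tn7 peptide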
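Also added: labelled Tn7 tracer, 0.1 µM; Assay system: human fibrin DD(E) protein; Amount: 2 µM fibrin DD(E); Schedule: 10 min compound pre-incubation, 3 h probe incubation at room temperature; Repeats: one replicate per compound; Read-out basis: percent inhibition; Measured by: fluorescence polarization of the labelled Tn7 tracer.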
TCR CD3 inh: blocks the human TCR-CD3 interaction | TAMRA-labeled TCR probe fluorescence, biochemical | inhibition, % at 9.4 µM | 360,000 tested, 0.37% active; in the data active = inhibition above about 19%;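 also: recombinant mutant TCR 2C K166C tagged with TAMRA read by polarization; 0% = receptor in buffer alone and 100% = receptor with positive control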
KLK7 zymogen act: activators of human kallikrein-7 zymogen. P49862. purified proKLK7, EDANS-DABCYL substrate fluorescence; 100% is mature enzyme control, 0% vehicle. activation, % at 7 µM. 370,000 tested, 0.9% active;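 active = activation above the mean of all tested compounds plus 3 SD, computed per campaign excluding outliers beyond control limits, cut at about 13% in these data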
Target sequence (P49862 whole entry, looked up): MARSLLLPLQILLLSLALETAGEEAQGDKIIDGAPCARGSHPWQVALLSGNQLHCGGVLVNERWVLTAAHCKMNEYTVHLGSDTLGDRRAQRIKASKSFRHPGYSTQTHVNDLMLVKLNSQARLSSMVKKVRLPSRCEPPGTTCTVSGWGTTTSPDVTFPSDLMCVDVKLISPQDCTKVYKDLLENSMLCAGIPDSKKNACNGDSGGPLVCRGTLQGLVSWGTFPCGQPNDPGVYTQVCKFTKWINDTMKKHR
Numbers without * were called inactive; nt = no result given. An unsorted share of the library; about 4.6% have a hit in one of these screens.

SMILES | PRMT1 inh | Tn6 DDE FP | LEDGF integ inh | UHRF1 MBD2 ctr | TDP2 absorb | MBD2 inh | SIAE inh | Tn7 DDE FP | TCR CD3 inh | KLK7 zymogen act
CC(C)C(=O)Nc1cccc(-c2cn3ccccc3n2)c1 | -2 | -1 | 3 | -4 | -11 | -6 | 0 | -4 | -3 | 0.2
O=C(COC(=O)c1cccs1)c1ccc2ccccc2c1 | 0 | -6 | 4 | 0 | 3 | -3 | -10 | 6 | 7 | -2.1
Fc1ccc(Cn2nnnc2C(c2ccc(Cl)cc2)N2CCSCC2)cc1 (centres undefined) | -1 | -2 | -2 | 3 | 8 | -3 | 0 | -3 | 6 | -0.1
c1ccc(-c2csc3ncnc(-n4cnc5ccccc54)c23)cc1 | 2 | 4 | 2 | 5 | -9 | -1 | -2 | -4 | 4 | 1.8
Cc1ccc(/C=N\NC(=O)COc2ccc(C)cc2[N+](=O)[O-])cc1 | -3 | -8 | 0 | -2 | -13 | -8 | -3 | -4 | 10 | 0.7
CCc1ccc2c(c1)CCCN2C(=O)c1ccccc1C(=O)O | 3 | 4 | 0 | -2 | -1 | 4 | 5 | 0 | 3 | 0.5
O=C(COc1cccnc1[N+](=O)[O-])c1ccc(Cl)s1 | 52* | -12 | 8 | -4 | 8 | -9 | 4 | -1 | 10 | 0.6
CCOc1ccc(-n2c(COc3ccccc3)nnc2SCC(=O)Nc2ccc(OCc3ccccc3)cc2)cc1 | -4 | -4 | 4 | 3 | -7 | 2 | -2 | -6 | nt | 0.1
CC12C(=O)N(c3cccc4cccnc34)C(=O)C1C1C=CC2C1 (centres undefined) | -3 | 3 | 2 | -1 | -1 | 2 | -3 | -2 | -4 | -0.1
Cc1ccc(NC(=O)CSc2nnc3ccccn23)c(Cl)c1 | -2 | 0 | 0 | 0 | 3 | -6 | -3 | 8 | -10 | 0.5
Cc1c(C(=O)NCCCN2CCCCC2)oc2ccc3c(c12)C(O)CC1(CCCCC1)O3 (centres undefined) | -2 | 2 | 2 | 0 | -7 | -3 | 0 | -2 | 6 | 5.3
O=C(COC(=O)C1COc2ccccc2O1)c1ccc(F)cc1 (centres undefined) | -2 | 5 | -3 | -1 | -6 | -3 | -1 | 3 | -2 | 0.1
COc1cccc(CN(C)C(=O)CC23CC4CC(CC(C4)C2)C3)c1OC | 3 | 3 | 2 | 2 | -6 | 7 | 3 | -3 | -5 | -0.3
CNC(=O)N(c1ccccc1)c1ccccc1 | -3 | 1 | -1 | -2 | 5 | 2 | -4 | 5 | 0 | 0.8
CC(Oc1ccc(Cl)cc1Cl)C(=O)Nc1ccc2oc(-c3ccncc3)nc2c1 (centres undefined) | 2 | -5 | -2 | 6 | -9 | -4 | 4 | -4 | -2 | -1.6
O=C(Cn1cnc2sc(-c3ccccc3)cc2c1=O)NCc1ccco1 | 2 | -1 | 11 | 50* | 8 | 10 | -8 | -10 | -3 | -0.7
CCCc1cc(=O)oc2c3c(cc(OCC(=O)NCC4CCC(C(=O)O)CC4)c12)OC(C)(C)CC3 (centres undefined) | 6 | -3 | -1 | 2 | -9 | 1 | 1 | 5 | -10 | -2.1
COc1ccc(S(=O)(=O)N2CCc3ccccc32)cc1C(=O)N1CCOCC1 | 3 | 0 | -3 | 0 | 9 | 1 | 0 | 1 | 1 | -0.4
CC(=O)Nc1ccc(S(=O)(=O)N(C)CC(=O)N/N=C/c2ccncc2)cc1 | -2 | -5 | -1 | 0 | 9 | -1 | 5 | 6 | 5 | 0.2
COCC(=O)Oc1c(S(=O)(=O)c2ccccc2)c(C)nn1C(C)(C)C | 0 | -8 | 2 | 2 | -2 | -1 | -1 | -5 | 5 | 0.1
CCN(CC(=O)Nc1ccccc1OC)C(=O)CN1C(=O)NC2(CCCC2)C1=O | -6 | -2 | 3 | -1 | -5 | 6 | -3 | -3 | 5 | 0.0
COc1cc(CNCCN2CCOCC2)ccc1OCc1ccccc1Cl | 1 | -6 | 1 | -3 | -6 | -1 | 7 | 7 | 4 | 0.6
O=C(N/N=C/c1ccc(Cl)cc1)c1ccc2c(c1)OCO2 | -3 | -2 | -1 | -3 | 6 | 0 | -8 | 2 | 4 | -0.3
Cc1cccc(N2N=C(C(=O)O)CCC2=O)c1 | 1 | 2 | 3 | -1 | 10 | -5 | 4 | -8 | 10 | -0.2
COC(=O)c1cccc(NC(=O)COc2cccc([N+](=O)[O-])c2)c1 | 1 | -4 | 2 | -1 | -1 | 1 | -2 | 0 | -2 | -0.3
CC1(C)C(c2cccs2)=[N+]([O-])C2(CCCCC2=O)N1O (centres undefined) | -1 | 3 | 4 | 6 | -15 | -5 | -5 | 4 | -7 | 0.2
CCOC(=O)CN1C(=O)N[C@@H](c2ccccc2)[C@H](C(C)=O)[C@H]1C | -2 | 1 | 3 | 0 | -17 | -3 | -7 | -6 | 3 | -0.4
Cc1ccccc1OCC(=O)OCC(=O)Nc1ccc2c(c1)OCO2 | 7 | 2 | -6 | -3 | 0 | 0 | 2 | 2 | -4 | -0.4
COCCNC(=O)C1(C)CCN(C(=O)c2ccc3c(c2)C(C)(C)CCC3(C)C)C1 (centres undefined) | -2 | 0 | -2 | -2 | 2 | -2 | 1 | 3 | -2 | -0.4
COc1ccc(NC(=O)CCCc2nc3ccccc3c(=O)[nH]2)cc1Cl | 4 | 2 | 4 | 2 | -7 | -3 | 6 | 5 | -9 | 0.6

Some entries already given with just LEDGF integ inh and MBD2 inh.
smiles	LEDGF integ inh	MBD2 inh
COc1ccc(S(=O)(=O)N2CCc3ccccc32)cc1C(=O)N1CCOCC1	-3	1
COCC(=O)Oc1c(S(=O)(=O)c2ccccc2)c(C)nn1C(C)(C)C	2	-1

Further structures.
SMILES | PRMT1 inh | Tn6 DDE FP | LEDGF integ inh | UHRF1 MBD2 ctr | TDP2 absorb | MBD2 inh | SIAE inh | Tn7 DDE FP | TCR CD3 inh | KLK7 zymogen act
CS(=O)(=O)N(CC(=O)N1CCN(c2ccccc2F)CC1)c1cccc(C(F)(F)F)c1 | 1 | -4 | -6 | 2 | -12 | 2 | -4 | 11 | 0 | -1.3
CC(=O)c1c(C)c2c(n1CCN(C)C)CCCC2 | -1 | -7 | 0 | 1 | 0 | -3 | -2 | -3 | 7 | 0.2
Cc1onc(-c2c(F)cccc2Cl)c1C(=O)NNC(=O)C1CCN(Cc2ccccc2)CC1 | 1 | -1 | 4 | -2 | 13 | -6 | 4 | -2 | 4 | 0.7
CCN1C(=O)N[C@@H](CCc2ccccc2)[C@H](C(C)=O)[C@H]1C | 0 | 9 | -2 | 0 | -2 | 0 | 2 | 1 | 4 | -0.2
CC(C)NC(=O)C(=O)NCCN1CCN(C(=O)c2ccc(C(C)(C)C)cc2)CC1 | -2 | -8 | 2 | -2 | 1 | 1 | 11 | -8 | 8 | 0.0
N#CCSc1nc2ccccc2c(=O)n1CCCC(=O)NCC1CCCO1 (centres undefined) | -2 | 1 | 4 | 2 | 5 | 2 | -9 | -5 | 1 | -0.2
CC1(C)Cc2ccccc2-c2nc(NN)[nH]c(=O)c21 | -3 | 6 | 5 | 2 | 1 | -4 | 3 | -9 | 0 | 6.0
COc1cc(C(=O)N2CCC2(C)C(=O)NC(C)C)cc(OC)c1OC (centres undefined) | 0 | 4 | 1 | -1 | 0 | 4 | -7 | -7 | 6 | -0.8
COc1ccc(NC(=O)Nc2nnc(CC(=O)NCc3ccccc3)s2)cc1 | 2 | -4 | -2 | 3 | -4 | 0 | -2 | 3 | -11 | 0.1
COc1ccc2[nH]c(C(=O)Nc3ccc(F)cc3Br)cc2c1 | -3 | -5 | -2 | -48 | 6 | -11 | 7 | -4 | 7 | 0.2
O=C1NC(c2ccc(Br)cc2)=N/C1=C/c1ccco1 | 4 | 5 | 1 | -2 | -1 | -2 | -1 | -3 | 1 | 0.3
CC(NC(=O)NC1CCCCC1)c1ccccc1 (centres undefined) | -3 | 3 | -3 | 0 | 5 | -2 | 1 | 4 | 13 | 0.3
O=C(CC(NC(=O)c1ccccc1Cl)c1ccccc1)NC1=NCCS1 (centres undefined) | 2 | 1 | 4 | 0 | -2 | 3 | 0 | -1 | -5 | -0.5
C=CCNC(=O)C1CCN(S(=O)(=O)c2ccccc2)CC1 | 1 | -9 | 1 | -1 | 0 | -1 | 11 | 0 | -2 | -0.3
CC(C)c1ccc(NC(=O)C2(C)Cc3c(-c4ccc(N(C)C)cc4)ccnc3O2)cc1 (centres undefined) | 0 | -2 | -1 | 0 | 5 | -1 | 7 | -9 | -1 | -0.6
Brc1ccc(/C=N/n2cnnc2)s1 | 3 | 6 | -2 | -1 | -4 | 0 | 0 | 1 | 2 | 0.7
CCN(CC)Cc1nc2c(c(=O)[nH]1)C(CC)(CC)Cc1ccccc1-2 | 1 | -4 | 4 | 0 | 2 | 8 | -3 | 0 | -3 | -0.4
O=C1CCC(C(=O)N2CCCCO2)CN1Cc1ccc(Cl)cc1 (centres undefined) | 0 | -1 | 0 | 0 | 12 | -1 | 3 | 5 | -1 | 0.1
Cc1ccccc1NC(=O)CCC(=O)N/N=C/c1cc([N+](=O)[O-])ccc1O | 3 | -11 | -6 | 3 | -5 | 0 | 5 | -5 | -1 | -0.2
CC(=O)c1ccc(-c2cnc3c(NC=O)cc(-c4cccc(C(=O)N(C)C)c4)cn23)cc1 | 4 | -1 | 0 | -2 | 0 | -5 | -5 | 11 | -6 | 5.5
O=C(CN1CCOCC1)Nc1nc(-c2ccccc2Cl)cs1 | 0 | -1 | -5 | 0 | -1 | -2 | -8 | -1 | 1 | 0.2
CS(=O)(=O)N(CC(=O)NCC1CCCO1)c1ccc(F)c(Cl)c1 (centres undefined) | 1 | 1 | -4 | 2 | -8 | 5 | 6 | 3 | -1 | -0.5
C=CCN1C(=O)c2ccc(C(=O)NCCc3ccc(OC)c(OC)c3)cc2C1=O | -2 | 0 | 0 | -4 | 17 | 3 | 4 | 0 | 0 | -0.1
NC(=NCCc1ccccc1)NS(=O)(=O)c1ccccc1F | -2 | 12 | 3 | 7 | 8 | -2 | -1 | 0 | 0 | 0.1
COc1ccccc1N1CCN(S(=O)(=O)c2cc(C)sc2C)CC1 | 5 | -6 | 0 | 2 | -1 | 2 | -2 | 1 | -10 | -0.1
Cc1cccc(NC(=O)CCCc2ccccc2)c1C | -1 | 10 | 2 | 1 | 0 | 1 | 3 | -1 | 10 | -0.1
Cc1cc(C)c(S(=O)(=O)c2ccccc2)c(OC(=O)c2cc(F)c(F)cc2Cl)n1 | 3 | -1 | 2 | 2 | -3 | -5 | -2 | -7 | -3 | 0.4
Cc1cc(C)c(NC(=O)C2=COCCO2)c(C)c1 | -2 | -2 | -1 | 1 | 6 | -4 | 17* | -8 | -1 | 0.1

Assay outcomes: PubChem BioAssay, The Scripps Research Institute Molecular Screening Center
